High-throughput results (PubChem)
sdo1 growth: restores growth of sdo1-depleted yeast. actives 0.21% (n = 140,000). S. cerevisiae sdo1-depleted JHY4D growth rescue, OD600 30 h; hits give high values; pdr5 snq2 efflux-pump mutant strain. z-score at 10 µM;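 active = z-score above 3 at both the 24 hr and the 30 hr optical density reads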;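 note: z-score against mean and SD of all compound wells on the same plate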
Insulin prom inh: TRM-6 insulin promoter activity inhibition | actives 0.9% (n = 130,000) | inhibition, % at 2 µM | TRM-6 cells (human fetal islet line), insulin promoter-eGFP reporter, imaging; reporter expression induced with tamoxifen | AID 1273;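 active = inhibition above the mean plus 3 SD, with well images judged a real hit on visual review, cut at about 60% in these data, passing the limit was not always enough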
sdo1 growth Rescue 24 h: second read-out of sdo1 growth, no call of its own (marks repeat the call); z-score; S. cerevisiae sdo1-depleted JHY4D growth rescue, OD600; measured here: growth rescue at 24 h;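 0 is the plate mean of compound wells and units are plate SD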
* marks the source's active call; other numbers are inactive results; & = joins results of further samples.

Screening CCCn1c(CCC(=O)O)ccc1-c1ccc(OC)cc1 returned sdo1 growth 0.01, Insulin prom inh 17.5 and sdo1 growth Rescue 24 h -0.64.
For O=C(N/N=C/c1ccc(O)c(O)c1)C1c2ccccc2Oc2ccccc21 the results were sdo1 growth 0.48, Insulin prom inh 2.9 and sdo1 growth Rescue 24 h -0.47.
For CN(CC(=O)NCCc1ccc(F)cc1)Cc1cccs1 the results were Insulin prom inh 18.2.
Screening CCOP(=O)(c1ccccc1)c1nc(-c2ccccc2C)oc1N1CCCCC1 (configuration not stated) returned sdo1 growth -1.93 and sdo1 growth Rescue 24 h -1.31.
Screening CC(OC(=O)c1snc(C(=O)NC2CCCCC2)c1N)C(=O)NC(C)(C)C (configuration not stated) returned sdo1 growth -0.16, Insulin prom inh 38.1 and sdo1 growth Rescue 24 h -0.97.
`COc1cc(OC)c(CNC2CCCCCC2)cc1Br` gave Insulin prom inh 0.0.
CC1CCCN(CCC(=O)Nc2ccc(Br)cc2)C1 (configuration not stated) was read as sdo1 growth -0.6, Insulin prom inh -292.3 and sdo1 growth Rescue 24 h -0.84.
COc1ccc(-n2nc3ccccc3n2)cc1 was read as sdo1 growth -0.27, Insulin prom inh -21.4 and sdo1 growth Rescue 24 h -0.16.
`Cc1ccc2nc(SCC(=O)Nc3cccc(S(=O)(=O)N(C)C)c3)[nH]c2c1` gave sdo1 growth 0.5, Insulin prom inh -26.5 and sdo1 growth Rescue 24 h -0.2.
Screening Cc1ccc(C)c(N(C)S(=O)(=O)c2cccc3nsnc23)c1 returned sdo1 growth -1.47, Insulin prom inh -62.5 and sdo1 growth Rescue 24 h -1.19.
Screening O=C(Nc1cccc(Cl)c1)N(CCCN1CCOCC1)Cc1ccccc1F returned sdo1 growth -0.75, Insulin prom inh 35.7 and sdo1 growth Rescue 24 h 0.95.
Screening CN(CC(=O)NCc1ccco1)S(=O)(=O)c1cccc2cccnc12 returned sdo1 growth 1.25 and sdo1 growth Rescue 24 h 0.93.
`COc1ccc(C(=O)O/N=C2\CCCc3nonc32)cc1` gave sdo1 growth -0.35 and sdo1 growth Rescue 24 h -0.74.
`CC(=O)NCCCNc1ccc([N+](=O)[O-])cc1` gave sdo1 growth 1.08, Insulin prom inh 8.3 and sdo1 growth Rescue 24 h 0.35.
`CN(C)c1ncnc2c1NC1=C(S2)C(=NCCCC(=O)O)CC(C)(C)C1` gave sdo1 growth 0.41&-1.08, Insulin prom inh 0.0 and sdo1 growth Rescue 24 h -0.54&-1.69.
Screening O=C(NCCCl)C1Cc2c(ccc3ccccc23)O1 (configuration not stated) returned Insulin prom inh -2.9.
Screening CCOC(=O)N1CCN(C(=O)CN(C2CCCCC2)S(=O)(=O)c2c(C)cc(C)cc2C)CC1 returned sdo1 growth 0.36, Insulin prom inh -75.0 and sdo1 growth Rescue 24 h 0.61.
Screening COC(=O)NC1CCC(NC(=O)OC)CC1 (configuration not stated) returned sdo1 growth 1.01, Insulin prom inh -33.3 and sdo1 growth Rescue 24 h 1.08.
For O=S(=O)(Cc1ccccc1)NCC1CCCO1 (configuration not stated) the results were sdo1 growth 0.7 and sdo1 growth Rescue 24 h 0.34.
Screening Cn1c(=O)cc(SCC(=O)NCCCN2CCN(c3ccccc3F)CC2)c2ccccc21 returned sdo1 growth 0.99 and sdo1 growth Rescue 24 h -0.34.
`CCc1nnc(NS(=O)(=O)c2ccc(NC(=S)Nc3ccc(F)cc3)cc2)s1` gave sdo1 growth 1.72, Insulin prom inh 41.4 and sdo1 growth Rescue 24 h 2.64.
O=C(OC1CCOC1=O)c1ccc(S(=O)(=O)N2CCCCCC2)cc1 (configuration not stated) was read as sdo1 growth -0.38, Insulin prom inh -24.3 and sdo1 growth Rescue 24 h -0.58.
`CC(=O)/C(=N\Nc1ccc(Cl)cc1Cl)Sc1cccc2cccnc12` gave sdo1 growth -0.67, Insulin prom inh 34.6 and sdo1 growth Rescue 24 h 0.19.
COc1cccc(/C=N/n2c(C)nc3ccccc3c2=O)c1O was read as sdo1 growth 1.41, Insulin prom inh 7.1 and sdo1 growth Rescue 24 h 0.72.
CCOC(=O)C1CCN(C(=O)c2sc3nc(-c4ccccc4)cn3c2C)CC1 was read as sdo1 growth 0.01 and sdo1 growth Rescue 24 h -0.51.
Screening Cc1[nH]n(-c2ccc(Cl)cc2)c(=O)c1C(=O)c1ccccc1 returned Insulin prom inh 0.0.
For CCCn1c2ccc(/C(C)=N\O)cc2c2cc(/C(C)=N/O)ccc21 the results were sdo1 growth -0.43, Insulin prom inh -5.3 and sdo1 growth Rescue 24 h 0.18.
Screening O=C(NC(=S)N(Cc1ccccc1)Cc1ccccc1)c1ccccc1F returned sdo1 growth -1.54, Insulin prom inh 31.0 and sdo1 growth Rescue 24 h -1.21.
For CC(C)c1nc(N2CCOCC2)c(C#N)c2c1CCCC2 the results were sdo1 growth 0.03 and sdo1 growth Rescue 24 h 0.38.
O=C(Nc1ccccc1)N1CCC(C(=O)N2CCN(c3ccccc3F)CC2)CC1 was read as Insulin prom inh -100.0.
CCOC(=O)c1ccc(NC(=O)CC2NCCNC2=O)cc1 (configuration not stated) was read as sdo1 growth 0.78, Insulin prom inh -25.6 and sdo1 growth Rescue 24 h 1.38.
`CC/C(=N\NC(=O)c1ccoc1C)c1ccc(C)o1` gave sdo1 growth 0.09, Insulin prom inh 0.0 and sdo1 growth Rescue 24 h -0.02.
For COC(=O)c1ccccc1NC(=O)CN1CCN(C23CC4CC(CC(C4)C2)C3)CC1 the results were sdo1 growth -0.22 and sdo1 growth Rescue 24 h -0.66.
Screening O=C(CNCCC1=CCCCC1)Nc1ccc(N2CCCCCC2)cc1 returned sdo1 growth -1.15, Insulin prom inh -21.9 and sdo1 growth Rescue 24 h -1.35.
`Cn1cc(C(=O)N/N=C/C2=C(N3CCOCC3)C(=C\c3ccccc3)/CC2)ccc1=O` gave sdo1 growth -0.22, Insulin prom inh 13.3 and sdo1 growth Rescue 24 h 0.29.
CCOc1ccccc1OCCC(=O)Nc1ccc(F)c(Cl)c1 was read as sdo1 growth -1.45, Insulin prom inh 53.9 and sdo1 growth Rescue 24 h -1.55.
Screening CCC/C(=N\NC(=O)c1ccccc1C)c1ccccc1 returned sdo1 growth -0.28, Insulin prom inh 7.9 and sdo1 growth Rescue 24 h -0.56.
For N#CC1=C(SCc2ccccc2)NC(=O)CC1c1ccccc1 (configuration not stated) the results were sdo1 growth 0.4, Insulin prom inh -56.2 and sdo1 growth Rescue 24 h 0.42.
`COc1ccc(CCNC(=O)CSc2nnc(CNC(=O)c3ccco3)o2)cc1OC` gave sdo1 growth 0.55, Insulin prom inh -8.1 and sdo1 growth Rescue 24 h 0.71.
`CCOC(=O)c1oc2c(C)c(O)ccc2c(=O)c1-c1nncn1-c1ccccc1` gave sdo1 growth -0.37, Insulin prom inh 36.0 and sdo1 growth Rescue 24 h -1.24.
For CCOc1cc(/C=C2/C(=N)N3C=CSC3=NC2=O)ccc1OCCCOc1ccccc1C the results were sdo1 growth -0.12, Insulin prom inh 17.1 and sdo1 growth Rescue 24 h 1.4.
For Nc1nnn(CC(=O)N/N=C/c2cccc3ccccc23)n1 the results were sdo1 growth 1.34, Insulin prom inh 10.2 and sdo1 growth Rescue 24 h 1.26.
For NC(=O)C1(N2CCCCC2)CCN(C(=O)NC23CC4CC(CC(C4)C2)C3)CC1 the results were sdo1 growth 0.32 and sdo1 growth Rescue 24 h 1.14.
Screening COc1ccc(N2C(=O)C3CCCN3C2c2ccc(Cl)cc2)cc1 (configuration not stated) returned sdo1 growth 0.26 and sdo1 growth Rescue 24 h -0.08.
For Cc1cccc(Cn2ccc(-c3ccc(Cl)cc3)c(C#N)c2=O)c1 the results were sdo1 growth -0.21, Insulin prom inh 0.0 and sdo1 growth Rescue 24 h 1.26.
For C=CCOC(=O)COc1ccc2c(C)c(CC)c(=O)oc2c1 the results were sdo1 growth 0.11, Insulin prom inh 3.5 and sdo1 growth Rescue 24 h -0.31.
For CCOC(=O)c1c(NC(=O)C(C)Sc2cn(C)c3ccccc23)sc2c1CCC2 (configuration not stated) the results were sdo1 growth 0.8, Insulin prom inh 50.0 and sdo1 growth Rescue 24 h 0.94.
For NS(=O)(=O)c1ccc(CCn2c(=S)[nH]c3ccc(F)cc3c2=O)cc1 the results were Insulin prom inh 45.0.

Filtered by structure, the compounds so far containing a thiophene ring, fused or not (two)
For CN(CC(=O)NCCc1ccc(F)cc1)Cc1cccs1 the results were Insulin prom inh 18.2.
For CCOC(=O)c1c(NC(=O)C(C)Sc2cn(C)c3ccccc23)sc2c1CCC2 (configuration not stated) the results were sdo1 growth 0.8, Insulin prom inh 50.0 and sdo1 growth Rescue 24 h 0.94.

The list continues.
Screening Cc1c(N(C(=O)c2ccccn2)C2(C(=O)NC3CCCCC3)CCCCC2)c(=O)n(-c2ccccc2)n1C returned Insulin prom inh -26.7.
Screening COc1ccc(C(=O)c2cc([N+](=O)[O-])ccc2N2CCOCC2)cc1 returned sdo1 growth 0.74, Insulin prom inh -257.1 and sdo1 growth Rescue 24 h 1.69.
For C=C(C)Cn1c(SCC(=O)NCc2ccco2)nc2sc3c(c2c1=O)CCC3 the results were sdo1 growth -0.97, Insulin prom inh -45.6 and sdo1 growth Rescue 24 h -1.15.
`Cn1cnnc1SCc1ccc(C(=O)N=Nc2c(O)n(Cc3ccc(Cl)cc3)c3ccccc23)cc1` gave sdo1 growth -0.86, Insulin prom inh 24.7 and sdo1 growth Rescue 24 h -0.72.
`COc1ccc(-c2nc(CS(=O)CC(=O)NC3CCCc4ccccc43)c(C)o2)cc1OC` (configuration not stated) gave sdo1 growth -1.06 and sdo1 growth Rescue 24 h -0.92.
`COc1ccc(C(=O)OCC[N+]2(C)CCCCC2)cc1` gave Insulin prom inh 7.1.
For CC(CCc1ccccc1)NC(=S)NC(=O)c1ccco1 (configuration not stated) the results were Insulin prom inh -52.9.
For COC(=O)/C(NC(C)=O)=C(\C)c1ccc(Cl)cc1 the results were sdo1 growth 1.21, Insulin prom inh -168.8 and sdo1 growth Rescue 24 h 1.14.
Screening O=C1COc2ccc(C(=O)CSc3nc4ccccc4c(=O)n3-c3ccc(Cl)c(Cl)c3)cc2N1 returned Insulin prom inh -25.0.
Screening Cc1ccc(S(=O)(=O)CC(N)=O)cc1 returned sdo1 growth -0.14, Insulin prom inh -307.1 and sdo1 growth Rescue 24 h -0.32.
Screening COc1ccc(C(=O)CNc2ccccc2CO)cc1 returned Insulin prom inh -71.4.
O=C(/C=C/c1cccc([N+](=O)[O-])c1)Nc1ccc(NC(=O)c2cccs2)cc1 was read as sdo1 growth 0.63 and sdo1 growth Rescue 24 h 1.86.

Five entries drawn at random from the list so far, as already listed:
Screening Cc1[nH]n(-c2ccc(Cl)cc2)c(=O)c1C(=O)c1ccccc1 returned Insulin prom inh 0.0.
For O=C(N/N=C/c1ccc(O)c(O)c1)C1c2ccccc2Oc2ccccc21 the results were sdo1 growth 0.48, Insulin prom inh 2.9 and sdo1 growth Rescue 24 h -0.47.
O=C(Nc1ccccc1)N1CCC(C(=O)N2CCN(c3ccccc3F)CC2)CC1 was read as Insulin prom inh -100.0.
O=C(OC1CCOC1=O)c1ccc(S(=O)(=O)N2CCCCCC2)cc1 (configuration not stated) was read as sdo1 growth -0.38, Insulin prom inh -24.3 and sdo1 growth Rescue 24 h -0.58.
Screening CCC/C(=N\NC(=O)c1ccccc1C)c1ccccc1 returned sdo1 growth -0.28, Insulin prom inh 7.9 and sdo1 growth Rescue 24 h -0.56.

Following part.
For O=C(c1cc2ccccc2oc1=O)N(Cc1ccccc1)C1CCS(=O)(=O)C1 (configuration not stated) the results were sdo1 growth 0.16, Insulin prom inh 16.2 and sdo1 growth Rescue 24 h 0.44.
Screening O=c1[nH]c(CN2CCN(c3ccccc3O)CC2)nc2ccccc12 returned sdo1 growth 0.13, Insulin prom inh -61.3 and sdo1 growth Rescue 24 h 0.11.
CC(=O)Nc1ccc(S(=O)(=O)NCCc2csc(C)n2)cc1 was read as sdo1 growth 1.32, Insulin prom inh 0.0 and sdo1 growth Rescue 24 h 0.91.
`C=CCSc1nnc2c(n1)[nH]c1c(C)cccc12` gave sdo1 growth -1.37, Insulin prom inh 27.3 and sdo1 growth Rescue 24 h -0.85.
Screening O=C(CCCn1c(SCC(=O)NCCc2ccccc2)nc2ccccc2c1=O)NCC1CCCO1 (configuration not stated) returned Insulin prom inh 0.0.
For Cc1ccccc1Nc1nnc(C)c(=O)[nH]1 the results were sdo1 growth 0.18, Insulin prom inh 3.0 and sdo1 growth Rescue 24 h -0.76.
`Cc1cc(C)nc(N(C#N)Cc2cccc3ccccc23)n1` gave sdo1 growth -1.83, Insulin prom inh -28.6 and sdo1 growth Rescue 24 h -1.89.
Screening COc1ccccc1-n1c(SCC(=O)N2CCc3ccccc32)nc2c(c1=O)SCC2 returned sdo1 growth -1.19 and sdo1 growth Rescue 24 h -1.26.
For Cc1cc(S(=O)(=O)N2CCCC2C(=O)N2CCOCC2)c(C)cc1Cl (configuration not stated) the results were sdo1 growth -0.13, Insulin prom inh -25.0 and sdo1 growth Rescue 24 h -0.69.
`COc1ccccc1C(=O)NC(=S)Nc1cc(C(=O)O)ccc1C` gave Insulin prom inh 26.7.
`COc1ccc(Cl)cc1NC(=S)NN1CCOCC1` gave Insulin prom inh -20.9.
`Cc1ccc(CN(C(=O)c2cc3ccccc3oc2=O)C2CCS(=O)(=O)C2)cc1` (configuration not stated) gave sdo1 growth -0.46, Insulin prom inh -38.2 and sdo1 growth Rescue 24 h -1.32.
COc1ccccc1NC(=O)CN1CCN(Cc2ccccc2)CC1 was read as sdo1 growth -0.49, Insulin prom inh 17.8 and sdo1 growth Rescue 24 h -1.36.

This is a subset; rates above refer to the full screens.
